# Pemphigus Ab inh = blocks pemphigus antibody binding to human desmoglein-3; P32926; AID 588358; DSG3-coupled beads, scFv-anti-DSG3-GFP binding, flow cytometry; active compounds read low; actives 0.48% (n = 310,000); binding (percent of control), % at 10 µM;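 active = binding more than 3 SD below its plate's average and above zero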;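 note: hits lower antibody fragment binding to DSG3; some compounds called inactive have numbers as strong as hits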
# PKA-R2B act = PKA-R2B complex activation; P22694+P31323; PKA-R2B holoenzyme dissociation, Cy5-IP20 fluorescence polarization; R2B truncated from residue 108, S112A mutant; 0% DMSO only, 100% 113 µM cGMP; activation, % at 11.4 µM; actives 0.079% (n = 340,000);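 active = activation above a cutoff set at the mean over all compounds plus 3 SD, cut at about 18% in these data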;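 note: higher means more holoenzyme dissociation and a rise in polarization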
# Target sequence (P31323 whole entry, looked up, other chains not shown, the tested form may be a part): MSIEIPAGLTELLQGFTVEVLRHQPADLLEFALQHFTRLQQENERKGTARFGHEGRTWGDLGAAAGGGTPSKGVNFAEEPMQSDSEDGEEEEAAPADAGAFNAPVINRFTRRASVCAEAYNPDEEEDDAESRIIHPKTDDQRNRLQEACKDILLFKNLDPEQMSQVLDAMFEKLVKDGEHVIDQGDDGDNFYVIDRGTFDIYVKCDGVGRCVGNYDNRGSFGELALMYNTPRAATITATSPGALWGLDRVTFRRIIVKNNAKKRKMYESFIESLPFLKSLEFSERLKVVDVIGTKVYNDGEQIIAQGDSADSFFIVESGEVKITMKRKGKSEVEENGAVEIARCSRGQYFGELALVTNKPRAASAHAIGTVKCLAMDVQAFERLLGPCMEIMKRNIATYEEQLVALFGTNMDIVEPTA
# DAGLB inhibitor = blocks human DAGLB lipase activity; actives 0.059% (n = 340,000); Q8NCG7; inhibition, % at 5.17 µM; HEK293T DAGLB membrane lysate, EnzChek fluorogenic substrate; AID 504411; in the data active = inhibition above about 34%;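 note: 0% = enzyme with vehicle and 100% = wells lacking enzyme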
# Target sequence (Q8NCG7 whole entry, looked up): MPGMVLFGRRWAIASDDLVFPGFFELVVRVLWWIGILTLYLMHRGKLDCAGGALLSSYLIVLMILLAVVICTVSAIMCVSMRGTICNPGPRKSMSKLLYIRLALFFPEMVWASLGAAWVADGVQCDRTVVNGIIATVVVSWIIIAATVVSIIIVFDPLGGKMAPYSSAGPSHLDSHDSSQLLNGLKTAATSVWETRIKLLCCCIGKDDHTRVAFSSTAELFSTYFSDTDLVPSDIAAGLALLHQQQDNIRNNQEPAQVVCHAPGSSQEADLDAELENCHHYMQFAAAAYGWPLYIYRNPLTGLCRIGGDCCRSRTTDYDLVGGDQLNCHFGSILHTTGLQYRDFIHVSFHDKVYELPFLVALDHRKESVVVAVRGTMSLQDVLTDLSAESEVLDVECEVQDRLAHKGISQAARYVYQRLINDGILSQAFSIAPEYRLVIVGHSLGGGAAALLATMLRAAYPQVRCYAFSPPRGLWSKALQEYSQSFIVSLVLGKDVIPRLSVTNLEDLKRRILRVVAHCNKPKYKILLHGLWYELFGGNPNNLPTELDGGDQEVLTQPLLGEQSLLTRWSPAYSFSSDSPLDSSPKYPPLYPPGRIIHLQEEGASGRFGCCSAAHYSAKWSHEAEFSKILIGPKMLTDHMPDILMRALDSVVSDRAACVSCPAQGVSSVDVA
# PKA-R1A activ = activators of PKA-R1A complex | P00514+P68181 | PKA-R1A dissociation, Cy5-IP20 fluorescence polarization; scaled: DMSO 0%, 113 µM cGMP 100% | activation, % at 11.4 µM | actives 0.083% (n = 340,000) | AID 504707;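 active = percent activation above the mean of all tested compounds plus 3 SD, cut at about 19% in these data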;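 note: higher means more PKAc released from R1A so a rise in polarization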
# HTR5A inv ag = HTR5A inverse agonism, opioid heterodimer counter-screen. HTR5A cell line, luminescence. actives 0.083% (n = 340,000). inhibition, % at 9.3 µM; in the data active = inhibition mostly above about 23%, no sharp cut-off; inactive = mostly below about 18%;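 note: 0% = cells with DMSO and 100% = no-cell wells with DMSO; some compounds called inactive have numbers as strong as hits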
# OPRM1-OPRD1 inv = inverse agonist of human OPRM1-OPRD1 heterodimerization; actives 0.21% (n = 340,000); cell-based MOR-DOR heterodimer luminescence, inverse agonism; inhibition, % at 9.3 µM; P35372+P41143; AID 504357; in the data active = inhibition above about 22%, passing the limit was not always enough;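 note: 0% = cells with DMSO and 100% = wells without cells with DMSO; values of inactives mirror those of a sister screen read the other way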
# HTR5A ag ctr = counter-screen for OPRM1-OPRD1 agonists: human HTR5A agonism; P47898; HTR5A agonist assay, luminescence, cell-based; activation, % at 9.3 µM; actives 0.61% (n = 340,000); AID 504692; in the data active = activation mostly above about 9.5%, no sharp cut-off; inactive = mostly below about 7.6%;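 note: 0% = cells with vehicle only and 100% = reference agonist; strong numbers were not always called active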
# MOR-DOR ag = OPRM1-OPRD1 heterodimerization agonism | P35372+P41143 | cells, luminescence | activation, % at 9.3 µM | actives 0.3% (n = 340,000) | AID 504326; in the data active = activation above about 18%;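 note: 0% = vehicle-treated cells and 100% = reference agonist; values of inactives mirror those of a sister screen read the other way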
# V-ATPase pH = alters yeast V-ATPase proton transport; S. cerevisiae, pHLuorin cytosolic pH fluorescence; response, % at 10 µM; actives 0.37% (n = 350,000); AID 504577; in the data active = response mostly above about 7.3%, no sharp cut-off; inactive = mostly below about 5.4%; note: actives read high; inactives centre near 0; some compounds called inactive have numbers as strong as hits; reference of the scale not given here
# Arrestin-AP2 inh = inhibitors of human beta-arrestin and AP2 interaction. inhibition, % at 10 µM. actives 0.31% (n = 340,000). FITC-arrestin peptide / GST-AP2 beads, flow cytometry; AP2 beta2 appendage carries R879A mutation;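 active = inhibition above a set limit, near 3 SD of compounds lacking own fluorescence, cut at about 54% in these data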;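 note: plate controls were DMSO wells for no effect and 5 µM unlabelled arrestin peptide for full effect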
#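 System: GST-AP2 R879A glutathione beads | Also added: FITC-arrestin peptide, 50 nM | Times: 12 min plus 1 h, RT | Signal: Bead flow cytometry, FITC channel | Buffer or medium: PBS with 0.05% Tween 20 and 0.1% BSA | Read-out basis: Percent drop in bead-associated FITC signal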
# * marks the source's active call; other numbers are inactive results; i = inactive; / = no result given; & = joins results of further samples. Rows were taken by chance; overall some 2.4% were active at least once.
SMILES	Pemphigus Ab inh	PKA-R2B act	DAGLB inhibitor	PKA-R1A activ	HTR5A inv ag	OPRM1-OPRD1 inv	HTR5A ag ctr	MOR-DOR ag	V-ATPase pH	Arrestin-AP2 inh
COc1ccc(NC(=O)c2oc3ccc(S(=O)(=O)N4CCC5(CC4)OCCO5)cc3c2C)cc1	96	-2	-1	-6	-20	2	1	-0.4	-1	-9
CSc1n[nH]c2nc3c(c(=O)n12)C1(CCCCC1)Cc1ccccc1-3	97	-8	3	-14	-13	10	5	-1.9	-2	-11
O=C(Nc1cc(Br)ccc1O)c1cc(-c2ccco2)on1	108	0	-5	-17	-5	-21	2	3.8	1	49
Cc1nc2cc(NCc3cc([N+](=O)[O-])ccc3O)ccc2n1Cc1ccccc1	92	6	3	4	7	0	-2	0.0	4	14
CS(=O)(=O)N(CC(=O)Nc1ccccc1C(=O)NCc1ccco1)c1ccc2c(c1)OCCO2	103	-7	-3	-1	-31	3	-1	-0.6	2	7
Clc1ccc(Nc2ncnc3c2cnn3-c2ccccc2)cc1	106	-8	-11	0	-11	-31	4	5.3	-1	-6
CC(=O)Nc1ccc(N2CCC(C)CC2)c([N+](=O)[O-])c1	110	4	14	1	4	14	-1	-2.5	-1	1
Cc1nnc(SCc2ccccc2)[nH]c1=O	110	-11	-5	-9	19	8	-1	-1.6	-2	6
O=C(Nc1ccc(N2CCOCC2)c(Cl)c1)c1ccccc1Cl	106	-14	-3	0	-8	10	0	-2.1	1	9
O=C(CC1C(=O)NCCN1Cc1ccc(F)c(F)c1)NCCn1cccn1 (configuration not stated)	103	0	-1	0	7	24	-3	-4.7	-4	-20
O=S1(=O)CCN(Cc2ccccc2Cl)CC1	96	4	0	0	-19	14	7	-2.7	0	-13
CC1(C)NC(=O)N(CC(=O)Nc2ccc(-c3ccccc3)cc2)C1=O	103	7	-1	-9	/	/	/	/	0	/
COc1cccc(OCCn2ccnc2)c1	119	-4	0	4	4	7	7	-1.1	3	-5
Cc1cc(CN(C)C(=O)CC2C(=O)NCCN2Cc2ccc(F)c(F)c2)on1 (configuration not stated)	103	-7	0	-7	17	-5	1	1.0	4	8
CCOC(=O)c1ccc(NC(=O)N2CCN(Cc3ccccc3)CC2)cc1	102	-12	-3	7	1	-4	2	0.6	1	11
CCC(Sc1nccn1C)C(=O)Nc1nnc(C)s1 (configuration not stated)	98	-9	2	2	13	12	-5	-2.2	-3	4
Clc1ccccc1C1CC(c2ccccc2)Nc2ncnn21 (configuration not stated)	108	-16	-1	-3	17	9	-6	-1.7	-1	-4
CC1(C)NC(=O)N(CC(=O)N2CCN(S(=O)(=O)c3ccccc3C(F)(F)F)CC2)C1=O	91	0	0	-14	-15	14	2	-3.6	0	2
N#Cc1cc(S(=O)(=O)c2ccc(F)cc2)c(N)[nH]c1=O	100	-1	4	-5	-6	2	2	-0.2	-2	-5
O=C(Oc1coc(CSc2ncccn2)cc1=O)c1ccccc1[N+](=O)[O-]	99	4	0	-4	-4	13	1	-2.5	-3	-4
CC(=O)C1=C(O)CCC1=NCCc1ccccc1	91	7	-1	-12	-10	11	2	-2.0	-2	-14
O=C(Oc1ccc(=O)n(-c2ccccc2)n1)c1ccc(Cl)cc1	105	0	1	-4	-9	9	5	-2.2	0	-6
CCOC(=O)c1[nH]c2ccc(OC)cc2c1C	96	-5	-4	-5	-11	-6	4	1.2	-2	4
CCOC(=O)C1C(c2cc(OC)c(O)c(OC)c2)NC(=S)NC1(O)C(F)(F)F (configuration not stated)	98	-3	0	-15	14	4	-4	-0.8	0	6
Cc1cc(S(=O)(=O)NCc2ccc3c(c2)OCO3)ccc1F	97	1	0	-1	-26	7	-4	-1.4	0	11

SMILES	Pemphigus Ab inh	PKA-R2B act	DAGLB inhibitor	PKA-R1A activ	HTR5A inv ag	OPRM1-OPRD1 inv	HTR5A ag ctr	MOR-DOR ag	V-ATPase pH	Arrestin-AP2 inh
Oc1cc2c(cc1O)C(c1ccccc1)CNCC2 (configuration not stated)	96	4	0	-6	-9	-1	0	0.2	5	0
CCN(C(=O)COC(=O)c1cccs1)c1c(N)n(Cc2ccccc2)c(=O)[nH]c1=O	94	-10	-2	-8	9	5	-3	-0.9	-1	-5
O=c1[nH][nH]c2cc(=O)n(-c3ccc(Cl)cc3)nc12	90	-9	10	-11	8	1	-3	-0.1	-1	10
O=C(NCc1cccs1)C1CCC(CNS(=O)(=O)c2ccc(Br)s2)CC1 (configuration not stated)	109	0	0	-1	16	14	-1	-3.4	-2	-1
Cc1ccc(CN2CCN(CC(=O)N3CCC(C(N)=O)CC3)C2=O)cc1	103	0	1	-3	23	4	-9	-0.7	-3	3
CCOC(=O)c1ccc(OCCOc2cccc(C)c2)cc1	118	-7	-14	8	-3	-17	1	3.4	1	0
Cn1c(COc2ccc3ccccc3c2)nnc1SCC(=O)O	101	-16	3	-15	-18	12	-4	-2.2	1	1
CCCC1COC(Cn2cncn2)(c2ccc(C)cc2)O1 (configuration not stated)	103	-7	0	-1	2	9	-1	-1.6	1	-5
CCc1cccc(CC)c1NC(=S)NCC(c1cccnc1)N(C)C (configuration not stated)	85	-4	0	-7	14	i	-2	150*	4	6
COc1ccc(C(NC(=O)/C=C/c2ccco2)c2ccc(OC)c(OC)c2)cc1 (configuration not stated)	90	-9	2	-13	-22	4	0	-0.6	-3	-9
O=C(O)C1C2C=CC(C2)C1C(=O)Nc1ccc2c(c1)OCCO2 (configuration not stated)	/	-8	-1	-1	-22	-21	8	3.6	3	8
Cn1c(=O)c([N+](=O)[O-])c(NCc2ccccc2Cl)c2ccccc21	105	-3	-4	-2	-32	13	1	-2.6	2	17
Cc1ccc(OCC(=O)NCCNC(=O)c2ccncc2)cc1	103	-3	-2	2	-19	7	1	-0.9	1	21
Cc1cccc(-c2noc(CN(C(=O)C34CC5CC(CC(C5)C3)C4)C(C)C)n2)c1	90	1	0	-4	2	9	-1	-1.8	0	1
COc1ccc(C2=CCCC2)c(OC)c1	99	8	-2	-8	11	-5	-3	1.1	-1	14
O=C1CCCCN1CC(=O)N1CCCC(Nc2ccc(F)cc2)C1 (configuration not stated)	100	3	1	-3	11	13	3	-2.5	-2	14
O=C(Nc1ccc(Cc2nc3ccccc3s2)cc1)c1ccncc1	/	3	2	4	-2	-13	1	2.0	2	4
Cc1ccc(OCC(O)CN2CCN(Cc3ccc4c(c3)OCO4)CC2)c(C)c1 (configuration not stated)	90&104	3&6	3&-1	3&-8	7&2	5&-4	-2&-1	-1.0&0.7	-2&-1	5&17
CCC(CCC(=O)Nc1ccn(-c2ccccc2)n1)C(=O)O (configuration not stated)	102	2	2	0	-13	15	3	-2.7	-1	-2
COCCNC(=O)C(c1cccs1)N(C(=O)Cn1nnc2ccccc21)c1ccc2c(c1)OCO2 (configuration not stated)	107	-3	-2	0	12	1	-1	-0.1	0	-1
O=C(CNC(=O)c1ccc(Br)o1)Nc1cccc(-c2cnc3ccccc3n2)c1	107	-9	2	-8	-4	-31	-1	5.5	2	15
Cc1ccc(NC(=O)COC(=O)c2cc(Cl)ccc2Cl)c(Br)c1	94	-1	-11	6	-43	6	3	-1.2	0	-2
O=C(c1ccc(F)cc1)N1CCC(N2CCOCC2)CC1	106	-5	0	5	18	9	5	-1.8	0	-2
O=C(COC(=O)c1ccc(Br)c(S(=O)(=O)N2CCOCC2)c1)NCCc1ccccc1	89	2	0	6	-7	9	2	-1.7	0	1
CN(CCOc1ccc(Cl)cc1)C(=O)CN1C(=O)NC2(CCCC2)C1=O	109	5	0	-5	22	7	5	-1.0	1	-12

# Taken from above.
# Under HTR5A inv ag, O=C(c1ccc(F)cc1)N1CCC(N2CCOCC2)CC1 has 18
# Under PKA-R1A activ, O=C(Nc1ccc(Cc2nc3ccccc3s2)cc1)c1ccncc1 has 4
# Under MOR-DOR ag, CCCC1COC(Cn2cncn2)(c2ccc(C)cc2)O1 (configuration not stated) has -1.6

# Later entries:
SMILES	Pemphigus Ab inh	PKA-R2B act	DAGLB inhibitor	PKA-R1A activ	HTR5A inv ag	OPRM1-OPRD1 inv	HTR5A ag ctr	MOR-DOR ag	V-ATPase pH	Arrestin-AP2 inh
COc1ccc(Cn2c(=O)[nH]c3cc(C(=O)N4CCN(c5ccccc5F)CC4)ccc3c2=O)cc1	92	13	2	-2	3	6	-1	-1.1	2	6
CCOC(=O)N1CCN(C(c2ccc(Cl)cc2)c2sc3nc(C)nn3c2O)CC1 (configuration not stated)	84	-4	-1	-8	-5	7	-3	-1.2	1	22
O=C(NCc1ccc(Cl)c(Cl)c1)c1cccnc1	110	1	4	-1	-29	-5	7	0.8	4	-4
Cc1ccc(-n2nnnc2SCc2ccc(C(=O)O)cc2)cc1C	111	2	-1	-1	-23	8	7	-1.7	1	-5
COc1cc(NS(=O)(=O)c2ccc(Br)cc2)c(OC)cc1NC(=O)c1ccco1	/	-9	-1	-1	-6	-1	2	0.2	-3	-3
CCOC(=O)C1(CCOc2ccccc2)CCN(Cc2ccc(O)c(OCC)c2)CC1	101	-2	-2	3	18	-9	-5	1.9	0	12
Cc1c(C)c2ccc(OC(C)C(=O)NCCc3c[nH]c4ccccc34)cc2oc1=O (configuration not stated)	/	-13	-1	-5	12	15	9	-3.0	-3	-2
Cc1ccccc1OCCOC(=O)c1nc2nccc(C)n2n1	99	3	0	4	3	1	-1	-0.2	-2	13
CSc1ccc(/C=C(/NC(=O)c2ccc(C)cc2)C(=O)Nc2cccc(F)c2)cc1	108	-19	1	-5	-30	16	10	-3.0	1	2
CCOC(=O)c1cnn(Cc2ccccc2Cl)c1N	97	-5	-2	-5	-4	24	2	-4.9	0	3
COC(=O)c1cc(NC(=O)CN(c2ccccc2OC)S(=O)(=O)c2ccccc2)ccc1Cl	105	-15	-6	-11	7	7	-8	-1.2	2	-3
O=C(c1ccc(-n2cncn2)c([N+](=O)[O-])c1)N1CCN(S(=O)(=O)c2ccccc2F)CC1	93	-17	1	-6	-3	6	-1	-1.0	1	-1
COc1ccc(C(=O)N2N=C(c3cccc(OC)c3)CC2(O)C(F)(F)F)cc1 (configuration not stated)	85	-12	-8	2	-9	-28	4	4.4	-2	-11
COc1ccccc1Nc1nc(N)nc(CSc2ncccn2)n1	/	10	-2	-7	1	12	1	-1.9	0	2
O=c1[nH]c(/C=C/c2ccc(Cl)cc2Cl)c([N+](=O)[O-])c(=O)[nH]1	121	-2	16	8	4	7	-1	-1.5	1	4
O=C(O)CCc1ccc(-c2ccc(Cl)cc2)n1CC(=O)O	130	-3	4	-1	9	5	-5	-1.2	-1	0
COn1c(=O)c(-c2cccc(Br)c2)[n+]([O-])c2ccccc21	111	2	2	10	-2	-1	-3	0.2	1	4
